High-throughput results as filed in PubChem BioAssay.
GPT2 inhibitor: inhibitors of human GPT2 alanine aminotransferase | Potency, µM (doses to about 57.7 µM), for inactives: at the highest dose activity change, negative = inhibition, hits mostly inhibitors | Q8TD30 | 100,000 tested, 0.25% active | Recombinant GPT2, coupled pyruvate oxidase/HRP Amplex Red fluorescence | AID 1671188; note: potency is the fitted concentration of half-maximal effect; nearly all actives have a fitted effect of over 60% in size; many of its hits are not listed in these tables
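Recombinant GPT2 (10ng/uL) with 250uM a-KG and 2mM L-alanine, 30 min at room temperature, in HEPES pH 7.5 buffer. Pyruvate detected by pyruvate oxidase/HRP/Amplex Red fluorescence after 30 min in the dark; AOA (50uM) as positive control.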
HEK293 tox: kills HEK 293 cells. HEK 293 viability, ATP luminescence (CellTiter-Glo), 48-72 h. Potency, µM (doses to about 115 µM), for the others: top-dose activity change, negative = cytotoxicity, most hits filed as inhibitors. 94,000 tested, 6.6% active; note: potency is the fitted concentration of half-maximal effect; nearly all actives have a fitted effect of over 60% in size
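ATP-coupled CellTiter-Glo luminescence served as viability read-out, recorded 10 min after reagent addition at room temperature. HEK 293 cells, 250 cells/well, had been incubated with pintool-transferred compound for 48 or 72 hr at 37 degree Celsius.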
NIH3T3 tox: NIH 3T3 cell cytotoxicity. NIH 3T3 viability, CellTiter-Glo ATP luminescence, 48-72 h. Potency, µM (highest dose often 96.7 µM), inactives show at the top dose activity change, negative = cytotoxicity, most hits filed as inhibitors. 94,000 tested, 4.3% active; note: potency is the fitted concentration of half-maximal effect; nearly all actives have a fitted effect of over 55% in size
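ATP-dependent luminescence (CellTiter-Glo) served as the viability signal for NIH 3T3 cells treated with compound for 48 or 72 hr at 37 °C.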
FLuc inh: Photinus pyralis luciferase inhibition. 76,000 tested, 2.5% active. Potency, µM (highest dose often 115 µM), inactives show at the highest dose activity change, negative = inhibition, most hits filed as inhibitors. purified P. pyralis luciferase, luminescence, biochemical. AID 1347043. P08659; note: potency is the fitted concentration of half-maximal effect; nearly all actives have a fitted effect of over 65% in size
Target sequence (P08659 whole entry, looked up): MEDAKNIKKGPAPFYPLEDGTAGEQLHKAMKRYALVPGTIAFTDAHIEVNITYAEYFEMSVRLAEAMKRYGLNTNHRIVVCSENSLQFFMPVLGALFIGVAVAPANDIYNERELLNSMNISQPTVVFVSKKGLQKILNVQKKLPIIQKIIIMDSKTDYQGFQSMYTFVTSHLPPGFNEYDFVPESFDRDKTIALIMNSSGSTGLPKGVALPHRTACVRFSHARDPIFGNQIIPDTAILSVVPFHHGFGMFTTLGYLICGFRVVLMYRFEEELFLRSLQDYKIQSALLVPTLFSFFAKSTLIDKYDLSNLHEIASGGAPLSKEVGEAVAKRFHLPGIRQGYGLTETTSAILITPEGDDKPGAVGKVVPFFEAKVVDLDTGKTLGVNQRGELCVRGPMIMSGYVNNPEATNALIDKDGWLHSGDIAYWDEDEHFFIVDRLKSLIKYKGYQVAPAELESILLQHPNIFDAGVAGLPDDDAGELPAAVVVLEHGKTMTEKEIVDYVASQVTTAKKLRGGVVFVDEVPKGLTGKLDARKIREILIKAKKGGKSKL
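Purified P. pyralis luciferase (10nM final) in 50mM Tris acetate pH 7.5, 10mM Mg acetate, 0.01% Tween-20, 0.05% BSA with 10uM D-luciferin and 10uM ATP. Compounds titrated qHTS. Luminescence imaged on CCD.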
IP6K1 inh: inhibitors of human IP6K1. Q92551. IP6K1 kinase, ADP-Glo luminescence, 2 h; active compounds read low. activity change, % (series mostly up to about 58 µM). 140,000 tested, 0.81% active; in the data active = activity change below about -25%
Target sequence (Q92551 whole entry, looked up): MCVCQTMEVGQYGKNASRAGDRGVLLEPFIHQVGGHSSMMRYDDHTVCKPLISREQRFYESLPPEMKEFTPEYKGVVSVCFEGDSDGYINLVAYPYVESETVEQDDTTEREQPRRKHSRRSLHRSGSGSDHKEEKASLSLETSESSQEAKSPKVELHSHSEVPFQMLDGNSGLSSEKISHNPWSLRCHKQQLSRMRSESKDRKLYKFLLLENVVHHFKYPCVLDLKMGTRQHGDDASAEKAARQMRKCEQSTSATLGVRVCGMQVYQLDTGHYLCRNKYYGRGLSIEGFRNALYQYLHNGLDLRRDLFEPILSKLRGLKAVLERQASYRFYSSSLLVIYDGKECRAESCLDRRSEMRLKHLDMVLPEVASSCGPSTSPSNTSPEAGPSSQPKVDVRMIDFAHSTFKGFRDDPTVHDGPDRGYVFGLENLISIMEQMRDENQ
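ADP-Glo luminescence measures ADP made by human IP6K1 during a 2 h RT reaction with ATP/IP6 (mix at 1.3 mM/130 uM); top library doses 57.5 and 19.1 uM final.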
SNCA viab count: cell viability loss counter-screen; HEK-293-SNCA-luc viability, GF-AFC fluorescence, 24 h; Potency, µM (series often up to 57.1 µM), for the others: top-dose activity change, negative = cytotoxicity, actives largely listed as cytotoxic; 150,000 tested, 0.12% active;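 note: potency is the fitted concentration of half-maximal effect; 0% = DMSO-treated cells and -100% = medium-only wells without cells; nearly all actives have a fitted effect of over 30% in size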
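Cytotoxicity counterscreen: after 24 h compound treatment of genome-edited SNCA-luciferase HEK-293 cells, live-cell protease substrate GF-AFC read by fluorescence after 30 min; activity scaled between DMSO (0%) and medium-only (-100%), curves Hill-fitted.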
SNCA expr inhib: SNCA gene expression inhibition; HEK-293 SNCA-luciferase knock-in, luminescence, 24 h; Potency, µM (series often up to 57.2 µM), inactives show at the top dose activity change, negative = inhibition, actives largely listed as inhibitors; 140,000 tested, 0.17% active;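 note: potency is the fitted concentration of half-maximal effect; plate controls were DMSO cells for no effect and cell-free wells for full effect; nearly all actives have a fitted effect of over 45% in size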
* hit, by the source's call; i = inactive; ? = inconclusive; . = no result given; & = joins results of further samples; ! = not active in a repeat; [ ] = another dose, or the depositor's remark. Unless noted, calls come from the whole dose curve; as a rule, active = well fitted curve in the direction sought with a large enough effect; inconclusive = small, poorly fitted or top-dose-only effect, or another doubt; inactive = no such curve, though single readings can be large; an effect the other way counts as inactive or inconclusive. Unless noted, % is set by controls: 0 for no effect and ±100 for the full control effect.

Structure | GPT2 inhibitor | HEK293 tox | NIH3T3 tox | FLuc inh | IP6K1 inh | SNCA viab count | SNCA expr inhib
O=C(N[C@@H]1CN(C2CCSCC2)C[C@H]1CO)c1cccnc1 | i | 2% | -24% | 3% | -7 | 0% | ?
O=C(NCc1ccco1)c1ccc2c(c1)N(Cc1ccc(Cl)cc1)C(=O)c1ccccc1S2=O (centres undefined) | . | . | . | . | 29 | -5% | -23%
O=C1[C@H]2CN(Cc3cc(F)ccc3F)C[C@H]2C(=O)N1Cc1ccc2c(c1)OCO2 | i | ? | -18% | -5% | -9 | 0% | -35%
COc1cc(NC(=O)Cn2cccc2-c2nc(-c3ccc(F)cc3)no2)cc(OC)c1 | 5% | ? | i | 6% | 13 | -10% | 10%
O=C(CCCc1ccccc1)N1CC(c2noc(COc3ccccc3)n2)C1 | i | ? | ? | -19% | 0 | 7% | 7%
Cn1ccnc1CN1C[C@@H]2C[C@H]1C(=O)N(CC1CC1)c1ccccc1O2 | i | i | -7%[138 µM] | -8%[172 µM] | 17 | -3%[87.6 µM] | ?
CCOc1ccc(NC(=O)N2CCC(CN3CCc4ccccc4C3)CC2)cc1 | . | . | . | . | 12 | -1% | 2%
Cc1ccc(C(=O)NC[C@H]2O[C@@H](CC(=O)Nc3ccccc3)[C@H](O)[C@@H]2O)cc1 | -5%[88.5 µM] | i | i | -3%[172 µM] | -3 | 4%[87.6 µM] | -13%[87.6 µM]
COc1ccc(S(=O)(=O)Nc2ccc3oc4c(c3c2)C(=O)CC(C)(C)C4)cc1 | . | . | . | . | 2 | 6% | -14%
CCCC(=O)Nc1cc(-c2nc3cccnc3s2)ccc1C | . | . | . | . | 13 | -4% | 146%[activator]
CN(Cc1ccccc1)c1ncnc2c1CCN(C(=O)[C@@H](N)CO)CC2 | i | ? | -30% | 4% | -1 | -4% | -14%
COc1c2c(cc3c1-c1c(cc4c(c1OC)OCO4)CC(C)C(C)C3)OCO2 (centres undefined) | ? | . | . | . | 8 | 8% | .
O=C(NCc1ccc(Cl)cc1)C1CCc2nnc(-c3cccc(C(F)(F)F)c3)n21 (centres undefined) | 1% | ? | ? | . | 12 | 2% | -13%
Cc1ccc(C2NC(=O)N(CC(=O)N3CCN(c4ccccc4)CC3)C3=C2C(=O)OC3)cc1 (centres undefined) | i | -6% | -8% | 9% | 6 | 6% | -16%
COc1ccc(CCN(C)Cc2nc(-c3ccccn3)no2)cc1OC | 1% | -3% | -18% | -5% | 10 | -2% | 1%
Cc1ccc(-c2ccc3nnc(CNC(=O)c4ccncc4)n3n2)cc1C | 0% | -6% | -13% | 9% | 10 | -17% | 24%
CCNC(=O)N(C1CC1)C1CCOC2(CCN(C(=O)Cc3cccc(F)c3)CC2)C1 (centres undefined) | i | i | -6% | 8% | -13 | 8% | -26%
COC(=O)c1ccc(Cn2c(SCC(=O)N(C)c3ccccc3)nc3ccccc32)cc1 | . | . | . | . | 16 | -24% | -11%
CNC(=O)[C@@H](Cc1ccccc1)N1CCC[C@H]1C(=O)NCCN(C)C | ? | i | 5%[138 µM] | 9%[172 µM] | 6 | 3%[87.6 µM] | -1%[87.6 µM]
COCC(=O)N[C@@H]1CN(Cc2ccccc2F)C[C@H]1CO | -1% | i | -14% | -3% | -6 | 4% | -5%

(cont.)
Structure | GPT2 inhibitor | HEK293 tox | NIH3T3 tox | FLuc inh | IP6K1 inh | SNCA viab count | SNCA expr inhib
Cn1ncc2c(C(=O)Nc3ccccc3Cl)cc(-c3cccc(C(F)(F)F)c3)nc21 | . | ? | ? | . | -2 | . | .
COCCCNC(=O)c1cc(-c2ccc(OC)cc2)nc2c1cnn2C | i | ? | ? | . | 0 | -5% | 163%[activator]
O=C(CCCc1c[nH]c2ccccc12)N1CCN2CCS(=O)(=O)N(C3CC3)C(=O)C2C1 (centres undefined) | i | ? | -24% | -8% | 0 | -2% | 19%
CCC(O)c1cc2n(n1)CCN(C(=O)c1ccc(-c3ccccc3)n1C)C2 (centres undefined) | -17% | 32µM* | ? | -26% | 6 | -7% | -8%
NC(=O)[C@@H]1CCCN1C(=O)c1ccc2oc(-c3cccc(F)c3)nc2c1 | i[11.5 µM] | ? | ? | 11µM* | 1 | 2% | -27%
COc1cc(OC)cc(N2C(=O)[C@@H]3C[C@@H](NC(=O)c4cccn4C)CCN3C2=O)c1 | i | -1%[172 µM] | -16%[174 µM] | 3%[172 µM] | -18 | 4%[87.6 µM] | 16%[87.6 µM]
O=C1CCN(C(=O)C2CCN(C(=O)CCCc3ccccc3)CC2)CCCCCCN1 | i | -9% | -18% | -14% | -9 | 5% | -14%
COc1ccccc1-c1ccc(CN2CCCC(c3nc4ccc(F)cc4c(=O)[nH]3)C2)cc1 (centres undefined) | -7% | 35µM*! | 40µM*! | -9% | 7&-3 | 2%&-1% | -16%&-14%
CCOC(=O)c1cc(-c2ccc(F)cc2)n(CCC(=O)NC2CCCCC2)c1C | . | . | . | . | 3 | ? | ?
O=C(c1ccc(F)cc1)N1CCC(c2nn(-c3ccccn3)c(=O)[nH]2)CC1 | i | 4% | i | . | 10 | -3% | 17%
COc1ccccc1OCCNC(=O)c1ccc(Cn2ccn3nc4c(c3c2=O)CCCC4)cc1 | i | ? | ? | 3% | 32 | -23% | -22%
Cc1cc(C(=O)N2CC(F)(F)C[C@H]2c2nnc(C)o2)c(C)o1 | i | -7% | -9% | -5% | 8 | -1% | -5%
C[C@H](Cc1ccc(O)c(O)c1)[C@@H](C)Cc1ccc(O)c(O)c1 | ? | . | . | . | . | ? | -4%&-5%
COc1ccc2c(c1)c1c(c(=O)n(-c3cc(Cl)ccc3C)c(=O)n1Cc1ccc(F)cc1)n2C | . | . | . | . | 5 | -6% | 1%
Cn1ccc(C(=O)N2CC3ON=C(C(=O)N4CCOCC4)C3C2)n1 (centres undefined) | -9% | 4% | 2% | . | 1 | -1% | ?
CCC(=O)O[C@]1(C(=O)CCl)[C@@H](C)C[C@H]2[C@@H]3CCC4=CC(=O)C=C[C@]4(C)[C@@]3(F)[C@@H](O)C[C@@]21C | -7%&4% | . | . | . | 6 | -7% | -1%
CCCC12CN3CC(CCC)(CN(C1)C3c1c(C)[nH]c(=O)[nH]c1=O)C2=O (centres undefined) | . | . | . | . | 27 | 12% | -14%
Cc1cc(Cl)ccc1OCC(=O)N1CCC2(CCCNC2=O)C1 (centres undefined) | 2% | -23% | -8% | -2% | 5 | -4% | -3%
C=C1C(=O)O[C@H](CCC)[C@H]1C(=O)O | i | . | . | . | 16 | 6% | .
CC(C)N1C(=O)C2(CCCC2)C1C(=O)NCCCN1CCN(c2ccccc2)CC1 (centres undefined) | i | -8% | -19% | -1% | 3 | 6% | 14%

The list goes on:
Structure | GPT2 inhibitor | HEK293 tox | NIH3T3 tox | FLuc inh | IP6K1 inh | SNCA viab count | SNCA expr inhib
COc1cccc(CNC(=O)C2CCCN2C(=O)c2cccc(-c3ccccn3)c2)c1 (centres undefined) | -6% | i | -10% | . | 6 | -3% | 3%
CCCc1noc(-c2nc(-c3ccccc3F)no2)n1 | i | -19% | -12% | 5.6µM* | -4 | 5% | 122%[activator]
Cn1nc2n(c1=O)CCN(Cc1ccncc1F)CC2 | i | -12% | -5% | -5% | -1 | 4% | 11%
COc1ccc(F)cc1-c1ccc(CN2CCCCC2C(=O)N2CCCN(C(C)=O)CC2)cc1 (centres undefined) | . | 45µM* | -35% | . | -3 | . | .
CSCc1noc(Cc2c(C)nn(-c3ccccc3)c2C)n1 | 1% | ? | -18% | -7% | 4 | 6% | 12%
CC(C)NC[C@H]1O[C@@H](CO)[C@@H](O)[C@H]1N1CCN(c2ccccn2)CC1 | -1% | i | 3% | 0% | -7 | 2% | -5%
CC1=C(C(=O)Nc2cccc(C(F)(F)F)c2)C2(CCN(C(C)C)CC2)OC1=O | . | . | . | . | 15 | 0% | -11%
O=C(c1ccccc1)N1CCC(NCCN2CCCCC2CO)CC1 (centres undefined) | -7% | -2% | i | -6% | 6 | 5% | 8%
Cc1c(C(=O)NC(C)c2ccccc2)sc2ncnc(N(C)C3CCCCC3)c12 (centres undefined) | . | . | . | . | -3 | 3% | ?
O=C(c1ccc(C(F)(F)F)cc1)N1CCCN(c2ccnc3ccnn23)CC1 | i | 22µM* | ? | . | 4 | -6% | -23%
COc1ccc(NC(=O)Cn2cnc3ccc(S(=O)(=O)N4CCC(C)CC4)cc3c2=O)cc1Cl | . | . | . | . | 30 | -6% | -20%
CCOC(=O)C1CCN(C(=O)c2cn3ccnc(-c4ccc(C)cc4)c3n2)CC1 | i | ? | ? | -3% | 22 | 7% | -7%
Cn1ccc2cc(S(=O)(=O)N3CCCN(C(=O)Nc4ccc(Br)cc4)CC3)ccc21 | . | . | . | . | 12 | -11% | 28%
COC[C@H]1C[C@@H](NCC(C)C)[C@H](O)[C@@H]1O | i | i | 0%[174 µM] | 2%[230 µM] | -16 | 1%[87.6 µM] | 1%[87.6 µM]

Compounds shown so far that contain a Cl atom:
Structure | GPT2 inhibitor | HEK293 tox | NIH3T3 tox | FLuc inh | IP6K1 inh | SNCA viab count | SNCA expr inhib
O=C(NCc1ccco1)c1ccc2c(c1)N(Cc1ccc(Cl)cc1)C(=O)c1ccccc1S2=O (centres undefined) | . | . | . | . | 29 | -5% | -23%
O=C(NCc1ccc(Cl)cc1)C1CCc2nnc(-c3cccc(C(F)(F)F)c3)n21 (centres undefined) | 1% | ? | ? | . | 12 | 2% | -13%
Cn1ncc2c(C(=O)Nc3ccccc3Cl)cc(-c3cccc(C(F)(F)F)c3)nc21 | . | ? | ? | . | -2 | . | .
COc1ccc2c(c1)c1c(c(=O)n(-c3cc(Cl)ccc3C)c(=O)n1Cc1ccc(F)cc1)n2C | . | . | . | . | 5 | -6% | 1%
CCC(=O)O[C@]1(C(=O)CCl)[C@@H](C)C[C@H]2[C@@H]3CCC4=CC(=O)C=C[C@]4(C)[C@@]3(F)[C@@H](O)C[C@@]21C | -7%&4% | . | . | . | 6 | -7% | -1%
Cc1cc(Cl)ccc1OCC(=O)N1CCC2(CCCNC2=O)C1 (centres undefined) | 2% | -23% | -8% | -2% | 5 | -4% | -3%
COc1ccc(NC(=O)Cn2cnc3ccc(S(=O)(=O)N4CCC(C)CC4)cc3c2=O)cc1Cl | . | . | . | . | 30 | -6% | -20%

Random draw from the library; about 7.7% have a hit in one of these screens.
